HIF-2a block – HIF-2a reporter inhibitors, primary screen, luminescence, 786-0 RCC cells. 786-0 RCC cells HIF-2a reporter, luciferase luminescence, overnight. inhibition, % at 18.8 µM. actives 0.72% (n = 360,000). AID 624352, 2012;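 active = inhibition of the luminescence signal of 40% or more relative to plate controls, in a single-dose primary screen at 18.75 µM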
Vif imaging – HIV Vif self-association inhibitors, primary screen, imaging, HEK293T, single point. HEK293T cells, Vif self-association by quenched fluorescence, 24 h. inhibition, % at 7.49 µM. actives 0.35% (n = 340,000); in the data active = inhibition above about 50%, passing the limit was not always enough; inconclusive = no clear call, values can overlap the other calls; inactive = below about 31%; also: some results filed as inactive read as strong as hits
CF NFkB inh – inhibitors of PAF-induced NF-kB signaling, primary screen, cell-based, GFP fluorescence, uHTS; actives 0.86% (n = 360,000); inhibition, % at 5 µM; KKLEB NF-kB-GFP reporter, GFP fluorescence overnight; AID 588850, 2011;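 active = at least 50% inhibition at 5 µM, scaled per plate between neutral and stimulator controls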;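 also: PAF is a Pseudomonas aeruginosa culture filtrate used as stimulus; plate controls were PAF-stimulated DMSO wells for no effect and unstimulated DMSO wells for full effect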
PDI inh – inhibitors of human PDI, primary screen, biochemical, turbidity, single point, plate reader; actives 0.052% (n = 350,000); Protein disulfide-isomerase (Homo sapiens), P07237; PDI insulin aggregation turbidity, A650, 90 min; inhibition, % at 10 µM;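 active = mean inhibition across replicates of 30% or more, whatever share of single replicates reach that level; inconclusive = mean inhibition below 30% while every single replicate reaches 30%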;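 also: absorbance from insulin aggregation driven by PDI reduction with DTT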
Target sequence (P07237 whole entry, looked up): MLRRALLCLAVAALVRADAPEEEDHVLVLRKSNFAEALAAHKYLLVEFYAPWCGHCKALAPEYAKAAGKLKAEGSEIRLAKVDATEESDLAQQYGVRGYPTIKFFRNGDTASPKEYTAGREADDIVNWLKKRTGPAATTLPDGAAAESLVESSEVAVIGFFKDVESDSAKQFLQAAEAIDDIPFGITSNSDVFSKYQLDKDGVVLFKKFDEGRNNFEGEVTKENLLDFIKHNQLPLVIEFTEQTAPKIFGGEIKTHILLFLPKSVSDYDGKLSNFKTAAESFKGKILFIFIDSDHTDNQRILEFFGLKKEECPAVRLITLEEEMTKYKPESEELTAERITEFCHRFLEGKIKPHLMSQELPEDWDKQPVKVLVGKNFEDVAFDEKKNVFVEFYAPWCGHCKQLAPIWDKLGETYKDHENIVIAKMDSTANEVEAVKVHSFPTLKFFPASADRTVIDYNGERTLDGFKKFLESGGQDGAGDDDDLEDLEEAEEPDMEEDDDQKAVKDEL
NR2E3 ag-1 – inhibitors of NR2E3-RetCOR corepressor binding, primary screen, NR2E3 agonist project, biochemical, TR-FRET, GST-NR2E3, biotin-RetCOR; AID 2300, 2010; inhibition of corepressor binding, % at 4.78 µM; actives 0.12% (n = 320,000); 1536-well;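 active = percent inhibition above the cutoff of mean plus 3 SD of all tested compounds, set per screening campaign, cut at about 20% in these data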;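 also: 0% = DMSO wells and 100% = biotin wells as full block of FRET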
Target sequence (Q9Y5X4 whole entry, looked up): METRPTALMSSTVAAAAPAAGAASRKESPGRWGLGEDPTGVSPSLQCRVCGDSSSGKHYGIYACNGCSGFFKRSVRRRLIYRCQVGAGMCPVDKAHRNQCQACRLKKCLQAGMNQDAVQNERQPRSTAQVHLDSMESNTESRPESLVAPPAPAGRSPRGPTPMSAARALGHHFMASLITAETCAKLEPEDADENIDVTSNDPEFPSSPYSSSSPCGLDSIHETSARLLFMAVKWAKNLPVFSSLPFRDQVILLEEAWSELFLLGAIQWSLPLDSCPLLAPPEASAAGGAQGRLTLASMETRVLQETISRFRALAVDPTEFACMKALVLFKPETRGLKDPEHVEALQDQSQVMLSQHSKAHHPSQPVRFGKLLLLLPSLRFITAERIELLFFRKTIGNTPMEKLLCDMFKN
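System: GST-NR2E3 and biotin-RetCOR proteins; probe or stimulus: 7 nM biotin-RetCOR; doses: compound at 4.8 µM, single dose; schedule: Compound–protein incubation for 5 h at 4 °C; detection: time-resolved FRET; read-out: percent inhibition; controls: biotin wells as high control, 0.6% DMSO wells as low control; format: 1536-well plates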
CaV13 ICDI inh – Disruptors of the CACNA1D IQ motif to Ca2+-dependent inactivation inhibitor domain association, primary screening, Förster resonance energy transfer in intact living …. HEK cells, CFP/YFP FRET ICDI-IQ, plate reader, 10 min; percent FRET-ratio fall versus neutral wells. inhibition, % at 12.3 µM. actives 0.098% (n = 340,000). AID 743397;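 active = mean replicate inhibition of at least 30% and at least 1% of replicates passing that level; inconclusive = only one of the two criteria is met; inactive = neither criterion is met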;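 also: 0% = median of the neutral control wells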
MITF TRPM1 inh – inhibitors of MITF-dependent TRPM1 promoter reporter, primary screen, cell-based, SK-MEL-5, single point, luciferase | SK-MEL-5 TRPM1 promoter luciferase, 24 h | inhibition, % at 12.5 µM | actives 0.83% (n = 330,000);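 active = mean inhibition across replicates of 60% or more, whatever share of single replicates reaches that level; inconclusive = some that reach 60%, reason not given; inactive = mean inhibition across replicates below 60%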; also: values of inactives mirror those of a sister screen read the other way
Peg3 prom inh – Peg3 promoter-driven luciferase inhibitors, primary screen, cell-based, HeLa, luciferase luminescence; inhibition, % at 20 µM; HeLa PEG-Prom luciferase reporter, overnight; AID 588405, 2011; actives 1.7% (n = 360,000);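 active = inhibition of at least 50% at 20 µM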
NR2E3 ag-2 – NR2E3 agonists in two-hybrid cells, primary screen, cell-based, luminescence, CHO-S, Gal4-NCOR/VP16-NR2E3 | actives 0.35% (n = 360,000) | luciferase | AID 602229, 2012 | Photoreceptor-specific nuclear receptor (Homo sapiens), Q9Y5X4 | inhibition of corepressor binding, % at 3.98 µM;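 active = inhibition above the mean of all tested compounds plus 3 SD, cut at about 70% in these data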;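 also: 0% = DMSO with NR2E3 transfected cells and 100% = cells lacking NR2E3 construct; higher means lower luciferase signal from less NR2E3 corepressor binding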
KKLEB cytotox – cytotoxicity in KKLEB CF airway cells, primary screen, cytotoxicity control for CF NF-kB inhibitor project, cell-based, uHTS, fluorescence assay plates. activity change (cytotoxicity), % at 5 µM. KKLEB CF airway cells viability, ATPlite luminescence, overnight; hits give low values; cells stimulated with P. aeruginosa culture filtrate. actives 0.36% (n = 360,000). AID 602141, 2011;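 active = corrected activity change at or below -50% at 5 µM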
Shn3 inh set2 – reduction of Shn3 3'UTR firefly luciferase signal, primary screen, Schnurri-3 inhibitor project, cell-based, Clone20 osteoblasts, set 2. inhibition, % at 12.5 µM. Clone20 osteoblast Shn3 3'UTR firefly luciferase, 24 h. actives 0.52% (n = 360,000);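 active = mean inhibition of at least 75% with every replicate also reaching 75%; inconclusive = mean inhibition at least 75% but some replicate below; inactive = mean inhibition below 75%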;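 also: 0% = median of neutral control wells and 100% = pilot-screen positive control compound; some compounds past the cut are filed as inactive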
An asterisk follows results filed as active; ? = inconclusive; · = not tested or not shown. The order is random; 3.3% or so of the library scored in one or more.

Molecule | NR2E3 ag-2 | KKLEB cytotox | Vif imaging | HIF-2a block | PDI inh | Peg3 prom inh | CaV13 ICDI inh | NR2E3 ag-1 | MITF TRPM1 inh | Shn3 inh set2 | CF NFkB inh
CC1=C(C(=O)N(C(C)C)C(C)C)CC(CC(=O)NC2CC2)C(=O)N1CCC1=CCCCC1 (configuration not stated) | -18 | -24 | · | 6 | · | 14 | -7 | · | · | -23 | -10
CCN1C(=O)C(C)S/C1=N\S(=O)(=O)c1ccc(Cl)s1 (configuration not stated) | -12 | -10 | 3 | 13 | 9 | 6 | · | 2 | -6 | -2 | 2
C[C@H]1[C@H]2c3nc4ccccc4n3C[C@H]1ON2C1CCCCC1 | 1 | -9 | -1 | 1 | -3 | -3 | -41 | 5 | 5 | -6 | 3
Cc1ccc(O)c(C(=O)c2cnc(/N=C(\N)N(C)C)nc2)c1 | 3 | -16 | 4 | 9 | -2 | 10 | -18 | 2 | -4 | 1 | -27
Cc1ccc(C)c(-n2[nH]c3c4c(ccc3c2=O)C(=O)c2ccccc2C4=O)c1 | 4 | 5 | 2 | -33 | -3 | 40 | -4 | -4 | 42 | 10 | -48
CSc1ncccc1C(=O)N1CCN(S(=O)(=O)c2ccc3ccccc3c2)CC1 | 8 | 8 | 1 | 3 | 1 | 13 | -3 | -3 | 13 | 6 | -13
COc1ccc2nc(Nc3nc(-c4ccncc4)cs3)sc2c1 | -15 | 2 | -4 | -123 | 0 | -98 | -3 | 0 | -47 | -52 | -1
Cc1cccc(NC(=O)CSc2nnc(-c3ccccc3C)o2)c1 | -94 | 5 | -2 | -189 | 1 | -251 | -4 | · | -83 | -38 | -10
CCc1ccccc1NC(=O)CN1CCN(CC(=O)NCc2ccc(Cl)cc2)CC1 | -3 | -6 | -13 | 12 | 10 | 5 | -5 | 4 | -5 | 17 | 15
CCCCSc1nnc(-c2ccccc2NC(C)=O)c(=O)[nH]1 | 8 | -1 | -2 | -4 | 2 | 1 | -5 | 2 | 2 | -1 | 3
Cn1c(O)c(N=NC(=O)Cn2c(C(F)(F)F)nc3ccccc32)c2ccccc21 | -2 | -4 | -3 | 11 | -8 | 27 | -3 | 0 | 18 | 5 | 0
CCC(=O)Nc1cccc(C(=O)N(Cc2ccccc2)Cc2ccccc2)c1 | 5 | 0 | -9 | 8 | 6 | 8 | -5 | · | 15 | 14 | 5
Cc1cc(CN(C)Cc2c(C(=O)N3CCCCCCC3)nc3ccc(Cl)cn23)n[nH]1 | 11 | -11 | 9 | 9 | 2 | 5 | 4 | 4 | 7 | 8 | 12
CC1=C(C(=O)OC(C)C)C(c2cccnc2)C2=C(CC(C)(C)CC2=O)N1 (configuration not stated) | 0 | 14 | -2 | 10 | -2 | 6 | · | 1 | 5 | 7 | 0
C[C@@H](C(=O)Nc1ccc2c(c1)OCO2)n1c(=O)[nH]c2ccccc2c1=O | -2 | 2 | 0 | -7 | 0 | -24 | -13 | 5 | 9 | -15 | -6
O=c1c2ccccc2cnn1Cc1ccc(Br)cc1F | -30 | 1 | 7 | -30 | 5 | 3 | -3 | 1 | -15 | 1 | 7
C/C(CC(=O)Nc1c(C)cc(C)cc1C)=N\NC(=O)c1cnccn1 | -36 | 0 | -2 | 14 | 0 | 12 | -12 | -3 | -3 | -5 | -1
CC(=O)N1CC(=O)N(Cc2ccccc2)/C(=C/c2ccccc2)C1=O | 15 | 15 | -16 | 15 | -5 | -9 | 5 | 1 | -7 | 8 | 8
CCOc1cc(C2Nc3ccccc3C(=O)N2c2ccccc2OC)ccc1O (configuration not stated) | -11 | -10 | -3 | -18 | 16 | -12 | -3 | -3 | -7 | -11 | 7
CC(C)OCCCNC(=S)N1CCC(C(=O)c2ccc3c(c2)OCCO3)CC1 | 16 | 3 | 4 | -6 | -7 | 1 | -6 | 0 | · | -5 | -4
CN(C)S(=O)(=O)c1cccc(NC(=O)CSc2nc3ccccc3[nH]2)c1 | 14 | 0 | -11 | 4 | 0 | 11 | -4 | 2 | 17 | 6 | 12
O=[N+]([O-])c1cc(Oc2cccnc2)cc([N+](=O)[O-])c1 | -16 | 0 | -1 | -2 | -1 | -16 | 19 | 1 | 34 | -15 | -10
CCn1nc(C(=O)NCc2ccco2)c(Cl)c1Cl | 5 | 10 | -1 | 6 | 1 | 3 | -5 | -2 | 4 | -13 | -6
CN(C(=O)CSc1nnc(CNC(=O)c2ccccc2)o1)c1ccccc1 | -2 | 10 | -4 | 12 | -4 | 10 | -6 | -4 | 1 | -18 | -7
COc1cccc(CN(C)C(=O)Cc2ccc(OC)c(S(=O)(=O)N3CCOCC3)c2)c1 | -8 | 5 | -6 | 4 | 11 | 7 | · | 3 | 1 | 0 | 11
CCc1ccc(CN(C)C(=O)c2cc(COc3ccc(OC)cc3Cl)on2)nc1 | -126 | -4 | -1 | -231 | 2 | -248 | · | 5 | -53 | -58 | 5
COc1cc(N=Nc2c(C)n(C)n(-c3ccccc3)c2=O)ccc1N | -10 | 2 | -3 | -4 | -6 | -21 | 8 | -3 | 4 | 16 | -16
CC(C)(C)C(=O)COC(=O)C1=NN(c2ccccc2)C(=O)CC1 | -26 | -15 | -4 | 8 | -7 | 8 | -18 | 4 | 5 | -31 | -2
COc1ccccc1N1CCN(C(=O)c2cc(C(C)(C)C)oc2C)CC1 | -8 | -8 | 2 | 20 | -3 | 22 | -5 | -1 | -4 | 0 | 6
CC(=O)C1=NN(c2ccc(Cl)cc2)C(c2ccc3c(c2)OCO3)N(C(C)=O)N1C (configuration not stated) | -25 | -14 | 4 | 23 | -3 | 19 | -5 | 3 | 10 | 29 | 4
C#CCn1cc(C=C2C(=O)c3ccccc3C2=O)c2ccccc21 | 9 | 5 | 5 | 14 | -5 | 37 | -5 | · | 3 | -12 | -4
COc1ccc(NC(=O)c2cc3ccc4c5ccccc5[nH]c4c3cc2O)cc1 | -14 | -12 | -4 | -7 | 9 | 3 | -46 | -1 | -7 | 12 | 2
CCc1ccc(OS(=O)(=O)c2cn(C)c(=O)n(C)c2=O)cc1 | -18 | 9 | -12 | -4 | -3 | -7 | 4 | -1 | -8 | -34 | 7
Cc1ccc(-c2nnc(COC(=O)c3cccs3)o2)cc1 | 1 | -15 | · | -45 | -3 | -116 | -3 | -3 | -44 | -44 | 17
Cc1sc(NC(=O)CN2CCOCC2)c(C(=O)c2ccccc2)c1C | -11 | -5 | -12 | 19 | -2 | 7 | -5 | -1 | -6 | 37 | -18
Cc1ccnc(-n2sc3ccccc3c2=O)n1 | -15 | 0 | · | -25 | 5 | -8 | -2 | 2 | -2 | 1 | 3
CCOC(=O)C1CCCN(C2CC(=O)N(c3ccc(C)c(C)c3)C2=O)C1 (configuration not stated) | -2 | -3 | -5 | 20 | 16 | -2 | · | 8 | -2 | -3 | 11
N#CC1(P(=O)(c2ccccc2)c2ccccc2)CC1 | 8 | -2 | 3 | 9 | -5 | 5 | -5 | 1 | -3 | 12 | -8
CCOC(=O)C1=C(C)NC(=O)NC1c1ccc(OC(C)C(=O)O)c(OC)c1 (configuration not stated) | 2 | -5 | 6 | -5 | 1 | 2 | · | 1 | 6 | -15 | -7
CC1(C)Cc2c(sc(NC(=O)C(=O)N3CCCC3)c2C(=O)O)CO1 | -6 | -2 | 2 | -1 | 1 | 10 | -2 | 3 | -4 | -16 | 8
CC1CCCN(S(=O)(=O)Cc2ccc(Cl)cc2)C1 (configuration not stated) | 1 | -14 | 43 | -78 | -1 | -59 | -9 | 7 | -24 | 2 | 2
O=C(c1ccc(Cl)c(S(=O)(=O)N2CCOCC2)c1)N(Cc1ccco1)Cc1cccs1 | -2 | 10 | -1 | 4 | -2 | 10 | -3 | · | 5 | 12 | -37
NC(N)=N/N=C/c1ccccc1Cl | 4 | 7 | -1 | -5 | -5 | 1 | -4 | -2 | 11 | 8 | -6
CC(C)CNC(=O)c1ccccc1N(Cc1ccccc1)S(C)(=O)=O | -4 | 6 | -1 | 9 | 12 | 16 | -6 | 5 | 12 | 0 | -8
CCCCN(C)C(=O)c1cc2c(Cl)nc3ccccc3c2s1 | -4 | -21 | -3 | 7 | -7 | 18 | -4 | 2 | -5 | 4 | 12
CCOC(=O)C1(Cc2ccc(O)cc2)NC(c2ccccc2F)C2C(=O)N(C)C(=O)C21 (configuration not stated) | 9 | 4 | -3 | 9 | ? | 17 | -4 | 4 | 14 | -24 | -5
CCc1nn(CCCC(=O)NCc2cc(Br)ccc2OC)c(=O)c2cc3occc3n12 | -22 | -9 | -2 | 12 | 10 | 4 | -2 | 6 | -5 | 10 | -20
O=C(NCC(c1ccco1)N1CCN(c2ccccc2)CC1)C(=O)NC1CCCC1 (configuration not stated) | -5 | -7 | 5 | 4 | -9 | 2 | -4 | -1 | 2 | -18 | 8
COc1cc(NC(=S)N2CCN(S(=O)(=O)c3ccc(C)cc3)CC2)cc(OC)c1 | -18 | 2 | -5 | 3 | 1 | 21 | -5 | -1 | 9 | 15 | 5
Cc1cc(=O)[nH]c(NN)n1 | -13 | 6 | 6 | 10 | 10 | 11 | -4 | 0 | 8 | -4 | 7
CCOC(=O)C1=C(O)C(=O)N(Cc2ccccc2)CC1 | 15 | 3 | 14 | 10 | 11 | 0 | -3 | 2 | 1 | 3 | 3
O=C(NCC(c1ccco1)N1CCCC1)c1ccc(S(=O)(=O)Nc2ccc(F)cc2)cc1 (configuration not stated) | 9 | 5 | -4 | 11 | 2 | -7 | -2 | 6 | -1 | 34 | 16
